hIAP act = human IAP activation; AID 2524; purified human IAP, CDP-Star luminescence, 30 min; stronger effect = higher value; 1 = vehicle-only enzyme, 0 = enzyme-free background; 330,000 tested, 0.16% active; activation factor at 10 µM; P09923;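 active = activation factor of the enzyme at least 2-fold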; also: the source names both 10 and 20 µM as test concentration; values of inactives mirror those of a sister screen read the other way
Target sequence (P09923 whole entry, looked up): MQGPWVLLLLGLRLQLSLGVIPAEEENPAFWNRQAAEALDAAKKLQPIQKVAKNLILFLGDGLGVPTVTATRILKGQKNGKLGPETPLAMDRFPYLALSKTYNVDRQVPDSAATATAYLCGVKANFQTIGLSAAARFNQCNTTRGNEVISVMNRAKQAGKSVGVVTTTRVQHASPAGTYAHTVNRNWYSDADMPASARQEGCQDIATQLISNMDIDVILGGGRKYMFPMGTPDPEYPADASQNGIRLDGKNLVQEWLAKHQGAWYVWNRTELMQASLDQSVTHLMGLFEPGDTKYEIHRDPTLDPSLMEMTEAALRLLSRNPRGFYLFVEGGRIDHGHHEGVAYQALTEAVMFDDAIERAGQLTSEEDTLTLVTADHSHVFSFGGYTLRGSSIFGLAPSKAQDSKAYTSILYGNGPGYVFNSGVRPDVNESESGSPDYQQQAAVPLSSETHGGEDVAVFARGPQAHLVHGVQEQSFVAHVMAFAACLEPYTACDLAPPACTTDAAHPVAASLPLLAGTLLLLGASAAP
MPTP inh = permeability transition pore inhibition | isolated mouse mitochondria, Ca2+ swelling absorbance, 30 min | inhibition, % at 10 µM | 360,000 tested, 1.4% active;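 active = inhibition of 50% or more, scaled per plate between neutral and stimulator controls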;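 also: 0% = DMSO wells given calcium and 100% = 1 mM EGTA wells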
hIAP block = human IAP inhibition; P09923; purified IAP, CDP-Star luminescence, 30 min; inhibition, % at 10 µM; 330,000 tested, 0.12% active; AID 2544;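 active = inhibition reaching a set limit with compound at 10 µM in the primary screen, cut at about 35% in these data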;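 also: plate controls were DMSO wells with enzyme for no effect and no-enzyme buffer wells for full effect; values of inactives mirror those of a sister screen read the other way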
NR3A LBD binder = modulators (binders) of human NR3A ligand-binding domain. 340,000 tested, 2.5% active. AID 1259313. Tm shift relative to glycine control, % at 25 µM. NR3A LBD differential scanning fluorimetry, Tm shift; 0% = protein alone, 100% = glycine-bound protein;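 active = melting temperature shift of at least 10% of the positive control shift, at one fixed dose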
A3G deaminase = APOBEC3G (human) deaminase inhibition; Q9HC16; recombinant A3G, ssDNA deamination FAM/TAMRA fluorescence; inhibition, % at 20 µM; 330,000 tested, 0.28% active; AID 493012;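 active = inhibition of at least 40% at 20 µM, with no more than 30% in the related APOBEC3A deaminase screen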;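 also: plate controls were DMSO wells with A3G for no effect and wells lacking A3G enzyme for full effect; some compounds called inactive have numbers as strong as hits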
Target sequence (Q9HC16 whole entry, looked up): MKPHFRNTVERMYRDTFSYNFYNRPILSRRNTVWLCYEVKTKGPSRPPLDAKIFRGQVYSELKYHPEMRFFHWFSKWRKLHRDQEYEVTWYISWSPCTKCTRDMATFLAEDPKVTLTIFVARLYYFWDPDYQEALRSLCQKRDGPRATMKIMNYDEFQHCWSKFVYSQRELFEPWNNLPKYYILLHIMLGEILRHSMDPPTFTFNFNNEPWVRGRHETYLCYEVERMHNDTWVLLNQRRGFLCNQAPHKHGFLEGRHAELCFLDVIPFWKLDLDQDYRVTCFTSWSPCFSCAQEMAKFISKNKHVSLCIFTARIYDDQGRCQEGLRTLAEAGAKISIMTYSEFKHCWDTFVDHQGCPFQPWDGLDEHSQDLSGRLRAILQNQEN
mIAP act = mouse IAP activation; activation factor at 10 µM; muIAP, CDP-Star luminescence, 30 min; stronger effect = higher value; 1 = vehicle-only enzyme signal, 0 = enzyme-free wells; 330,000 tested, 0.24% active;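 active = activation factor of at least 2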; also: the source names both 10 and 20 µM as test concentration; values of inactives mirror those of a sister screen read the other way
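System: Mouse IAP enzyme | Also added: CDP-Star substrate | Dosing: Compounds dispensed in DMSO | Schedule: 30 min enzyme-substrate-compound incubation at room temperature | Technique: Chemiluminescence readout | Control set: DMSO-only wells and no-enzyme negative control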
A3A deaminase = blocks human APOBEC3A ssDNA deamination | P31941 | 330,000 tested, 0.41% active | recombinant A3A, FAM/TAMRA ssDNA deamination fluorescence | inhibition, % at 20 µM;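 active = at least 40% inhibition at 20 µM here, with at most 30% in a related deaminase screen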;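 also: plate controls were A3A with DMSO for no effect and wells lacking A3A enzyme for full effect; some results filed as inactive read as strong as hits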
MIN6 prolif = MIN6 beta-cell proliferation induction; MIN6 cells proliferation, ATPlite luminescence, 48 h; cells starved in 0.2% serum; 100% = growth in 10% serum; 330,000 tested, 0.29% active; proliferation, % at 10 µM;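 active = compounds whose signal lies at least 3.5 SD above the mean of all wells on their plate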;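 also: 0% = DMSO-treated cells in low-serum medium and 100% = 10% serum control; some compounds called inactive have numbers as strong as hits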
mIAP inh = blocks mouse intestinal alkaline phosphatase; purified mouse IAP, CDP-Star luminescence, 30 min; AID 2806; inhibition, % at 10 µM; 330,000 tested, 0.2% active;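 active = inhibition of at least 40% at 10 µM in the primary screen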;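 also: plate controls were DMSO with enzyme for no effect and no enzyme wells for full effect; values of inactives mirror those of a sister screen read the other way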
* marks the source's active call; other numbers are inactive results.

canonical_smiles,hIAP act,MPTP inh,hIAP block,NR3A LBD binder,A3G deaminase,mIAP act,A3A deaminase,MIN6 prolif,mIAP inh
CCOC(=O)/C(=N\Nc1ccccc1)S(=O)(=O)c1ccccc1,1.1,-2.1,-6,2,-3,0.9,3,6,10
CCn1cc(C(=O)NCC2CCCO2)c(=O)c2cc(S(=O)(=O)N3CCCCC3)ccc21 (stereo unspecified),0.94,0.2,6,-2,-7,0.94,-4,-1,6
Cc1ccc(-n2nc3c(=O)n(CC(=O)NCc4ccc(C)o4)nc(C)c3c2C)cc1,0.72,-0.1,28,1,0,1,-2,-2,-3
O=C(O)c1cccc(-c2ccc3c(c2)OCO3)c1,1.1,0.1,-6,0,-9,0.98,-1,-1,2
COc1ccccc1NC(=O)CCSc1nnc(-c2ccc(O)cc2)o1,0.86,-1.6,14,0,-9,0.95,-6,-2,5
Cc1ccc(CC(=O)Nc2nc3c(s2)CCCC3)cc1,1.1,-1.4,-7,0,-3,1,-2,-2,-2
COc1ccc(C2/C(=C(\O)c3ccc4c(c3)OCCO4)C(=O)C(=O)N2CCCn2ccnc2)cc1 (stereo unspecified),0.94,-1.8,6,3,6,0.91,-2,-2,9
c1ccc2[nH]c(-c3ccncc3)nc2c1,1,-0.4,-1,-1,7,1,4,0,-3
CSc1nc2ccc(Br)cc2[nH]1,0.86,-3.1,14,-2,-6,0.97,19,-3,3
CCCCN1C(=O)C(O)(CC(=O)c2c(C)coc2C)c2ccccc21 (stereo unspecified),1.2,2.4,-18,-1,-1,1.1,3,-3,-9
Cc1csc(NC(=O)c2ccc3c(c2)OCO3)n1,1,-1.4,-4,-1,3,1,3,-3,-1
CCOc1ccc(C(=O)C(C)OC(=O)Cn2cnc3c2c(=O)n(C)c(=O)n3C)cc1 (stereo unspecified),1.1,1.9,-13,-1,-6,0.97,3,-1,3
Cc1ccc(C2=NN(C(=O)CNCCO)C(c3cccs3)C2)cc1 (stereo unspecified),0.92,-1.3,8,0,-7,1,-2,4,-1
COc1cccc(C(O)CC(N)=O)c1 (stereo unspecified),0.89,1.2,11,-10,-7,1,-5,3,-3
Cc1ccc([C@@H]2[C@@H]3C(=O)N(C)C(=O)[C@@H]3[C@]3(C)C(=O)N(CC4CC4)CC(=O)N23)o1,1.3,-1.2,-34,-1,-4,1.1,-6,-4,-10
CC(C)C[C@H](NC(=O)c1[nH]cnc1C(=O)N[C@@H](Cc1ccccc1)C(=O)OC(C)(C)C)C(=O)OC(C)(C)C,1.5,-1.1,-45,-11,-4,0.95,-1,-7,5
CCCCOC(=O)C1CN(c2ccccc2)N=C1C(=O)OCC (stereo unspecified),1.1,1.4,-7,15*,-8,1.1,-4,-4,-5
Cc1c(C(=O)Nc2ccc(Cc3ccncc3)cc2)cccc1[N+](=O)[O-],1,2.3,-1,0,-3,0.91,-2,0,9
O=c1c2ccccc2nc(SCCN2CCOCC2)n1CCc1ccccc1,0.79,1.0,21,0,-3,0.93,0,2,7
Cc1c(N2C(=O)C3C4C=CC(C4)C3C2=O)c(=O)n(-c2ccccc2)n1C (stereo unspecified),0.94,-2.2,6,1,-5,0.93,0,-1,8
CC(=O)N1c2ccc(S(=O)(=O)NCCC(=O)NC3CCCC(C)C3C)cc2CC1C (stereo unspecified),1.5,-1.7,-49,-3,-8,0.97,-8,1,3
Fc1cccc(Nc2ncnc3c2cnn3-c2ccccc2)c1,1,4.4,-3,28*,-10,1.2,0,-3,-24
O=C(NCCC(=O)N1CCC2(CC1)NCCc1[nH]cnc12)c1ccc(F)c(F)c1,1.2,0.5,-17,0,-10,0.95,-5,4,5
CCC(=O)c1ccc(OCC(=O)OCC(=O)N2CCc3ccccc3C2)cc1,0.83,0.2,17,1,-8,0.97,-4,-2,2
CCOc1ccc(OCC)c(NC(=O)c2nnn(CC(=O)Nc3cc(C)cc(C)c3)c2N)c1,1.1,0.2,-10,16*,-1,1.1,-1,-2,-7
COc1ccc(C(=O)NNC(=O)Cc2ccc(-c3ccccc3)cc2)cc1OC,1,1.5,-2,1,-5,0.94,4,-2,6
CCN(c1ccccc1)S(=O)(=O)c1cccc(C(=O)OCC(=O)Nc2ccc(NC(C)=O)cc2)c1,0.92,-0.5,8,-7,-5,0.92,-2,-2,8
CCN1CCN(C(=O)c2ccc(OC3CCN(CCc4ccccc4)CC3)cc2)[C@@H](C)C1=O,1.5,2.2,-47,2,-10,0.94,-1,-2,6
Cc1nc(C)c(-c2csc(Nc3ccc(O)c(C(=O)O)c3)n2)s1,1,0.5,-4,4,-7,0.94,-5,0,6
O=C(NC(=S)Nc1cc(S(=O)(=O)N2CCOCC2)ccc1O)c1ccco1,1.1,-2.4,-5,-1,17,0.71,2,0,29

Ten entries from above, with values under each structure:
Every second line gives: hIAP act | MPTP inh | hIAP block | NR3A LBD binder | A3G deaminase | mIAP act | A3A deaminase | MIN6 prolif | mIAP inh
CCOC(=O)/C(=N\Nc1ccccc1)S(=O)(=O)c1ccccc1
→ 1.1 | -2.1 | -6 | 2 | -3 | 0.9 | 3 | 6 | 10
CCn1cc(C(=O)NCC2CCCO2)c(=O)c2cc(S(=O)(=O)N3CCCCC3)ccc21 (stereo unspecified)
→ 0.94 | 0.2 | 6 | -2 | -7 | 0.94 | -4 | -1 | 6
Cc1ccc(-n2nc3c(=O)n(CC(=O)NCc4ccc(C)o4)nc(C)c3c2C)cc1
→ 0.72 | -0.1 | 28 | 1 | 0 | 1 | -2 | -2 | -3
O=C(O)c1cccc(-c2ccc3c(c2)OCO3)c1
→ 1.1 | 0.1 | -6 | 0 | -9 | 0.98 | -1 | -1 | 2
COc1ccccc1NC(=O)CCSc1nnc(-c2ccc(O)cc2)o1
→ 0.86 | -1.6 | 14 | 0 | -9 | 0.95 | -6 | -2 | 5
Cc1ccc(CC(=O)Nc2nc3c(s2)CCCC3)cc1
→ 1.1 | -1.4 | -7 | 0 | -3 | 1 | -2 | -2 | -2
COc1ccc(C2/C(=C(\O)c3ccc4c(c3)OCCO4)C(=O)C(=O)N2CCCn2ccnc2)cc1 (stereo unspecified)
→ 0.94 | -1.8 | 6 | 3 | 6 | 0.91 | -2 | -2 | 9
c1ccc2[nH]c(-c3ccncc3)nc2c1
→ 1 | -0.4 | -1 | -1 | 7 | 1 | 4 | 0 | -3
CSc1nc2ccc(Br)cc2[nH]1
→ 0.86 | -3.1 | 14 | -2 | -6 | 0.97 | 19 | -3 | 3
CCCCN1C(=O)C(O)(CC(=O)c2c(C)coc2C)c2ccccc21 (stereo unspecified)
→ 1.2 | 2.4 | -18 | -1 | -1 | 1.1 | 3 | -3 | -9

Further records follow.
canonical_smiles,hIAP act,MPTP inh,hIAP block,NR3A LBD binder,A3G deaminase,mIAP act,A3A deaminase,MIN6 prolif,mIAP inh
O=C1CNC(=O)/C(=C\c2ccccc2)N1,1,-0.8,-4,1,1,1,-2,3,-4
CC(=O)Nc1nonc1-c1nc2ccccc2n1C,1.6,-0.1,-55,1,2,1.1,3,0,-6
CCCC(C)NC(=O)COC(=O)c1ccc2c(c1)C(=O)N(Cc1ccco1)C2=O (stereo unspecified),1,-0.8,-4,-1,-6,0.93,-1,-1,7
CNc1ccc(/C=C2\CSc3ccccc3C2=O)cc1[N+](=O)[O-],0.84,6.6,16,-6,-11,0.8,5,-7,20
COc1ccc(-c2nnn(CC(=O)NC3CCCc4ccccc43)n2)cc1OC (stereo unspecified),0.9,0.8,10,1,-2,1.1,-4,1,-9
CCCCCCCCn1ccc(=N)cc1,0.97,-0.7,2,2,-7,1,1,-4,-5
NNC(=O)c1cc(Br)cs1,1.1,0.2,-7,-3,-4,0.88,1,1,12
O=C(NCc1ccco1)C1CCCN(S(=O)(=O)c2cccc3nsnc23)C1 (stereo unspecified),1,-3.3,-5,2,-2,1.1,-1,0,-6
O=C(NC1CCCC1)c1ccc(Br)s1,0.82,-4.0,18,1,-7,0.93,2,-5,7
CCN1C(=O)c2ccccc2S(=O)c2ccc(C(=O)NC3CC3)cc21 (stereo unspecified),0.96,-2.3,4,-2,-10,0.95,-5,2,5
O=C(Nc1cccc(NC(=O)c2cccnc2)c1)c1ccccc1,1.4,0.5,-36,-7,-7,0.96,-4,1,4
CCC(C)(C)n1nnnc1C(c1cccnc1)N1CCCc2ccccc21 (stereo unspecified),1.1,-0.1,-5,-1,-9,0.97,-4,-2,3
O=C(OC1CCOC1=O)c1cc(S(=O)(=O)N2CCOCC2)c(Cl)cc1Cl (stereo unspecified),0.94,1.2,6,1,-9,1.1,-2,-1,-9
O=C(CCc1c[nH]c2ccccc12)OCc1cccc([N+](=O)[O-])c1,0.89,0.6,11,-6,-8,1,3,-2,-1
O=C(NC1CC1)c1ccc2c(c1)ncn2C1CCCC1,0.91,-0.4,9,4,1,1,1,-2,0
CC1CN(Cc2nc3c(c(=O)n(C)c(=O)n3C)n2CC(=O)c2ccccc2)CC(C)O1 (stereo unspecified),1.2,-0.8,-20,-7,-1,1.1,-5,-1,-7
COc1cccc(C(=O)Nc2nc3c(c(=O)[nH]2)CCCC3)c1,1.1,-0.8,-10,0,2,1,4,-2,0
C/C(=N/NC(=O)c1cccs1)c1cccs1,1.6,2.5,-59,-4,-5,1,-1,-1,0
CCOc1ccc(S(=O)(=O)N2CCC(C(=O)N3CCCCCC3)CC2)cc1Cl,1.1,0.5,-13,13*,-11,0.97,-2,0,3
CC1CCCCC12NC(=O)N(CC(=O)N(C)Cc1nc3ccccc3c(=O)[nH]1)C2=O (stereo unspecified),1.1,-0.5,-12,0,0,0.97,0,0,3
COc1ccc(OC)c(NS(=O)(=O)c2c(C(=O)N3CCCCCC3)c(C)n(C)c2C)c1,0.74,0.2,26,3,-4,0.95,-6,-1,5
COc1nc(C)ccc1-c1noc(-c2cccs2)n1,1.2,-1.4,-16,0,-5,1,-2,-2,0
Cc1ccc(-n2ncc3c2CC(C)(C)CC3NC(=O)CCc2c(C)noc2C)cc1 (stereo unspecified),1.2,-0.7,-16,4,-4,1,-5,-2,0
COc1ccc(S(=O)(=O)Nc2ccccc2C(=O)N2CCOCC2)cc1F,0.85,-1.4,15,-1,-5,0.98,-3,-1,2
COC(=O)Cn1c(=O)sc2ccccc21,0.88,-0.5,12,-1,-12,1.1,-3,0,-7
CCN1CCN(C(=O)c2ccc3nc(-c4ccccc4)c(-c4ccccc4)nc3c2)CC1,1.5,-0.8,-49,2,-5,0.91,-1,-4,9
COc1ccccc1OCCNC(=O)C(CCSC)NS(=O)(=O)c1ccccc1F (stereo unspecified),0.96,-0.4,4,0,-5,1.1,4,3,-8
CC1CCCC(NC(=O)CCNC(=O)c2ccc(Cl)cc2)C1C (stereo unspecified),1,1.0,-3,2,-1,1.1,2,2,-10
COc1cc(OC)cc(-c2c(C#Cc3ccsc3)c3cc(-c4ccc(N(C)C)nc4)ccc3n2C)c1,1.1,-0.4,-12,-4,-1,1.2,-1,-3,-25
Cc1cc(Cl)ccc1OCCCC(=O)Nc1ccc(S(=O)(=O)Nc2ncccn2)cc1,0.77,1.0,23,-4,-3,0.95,-4,0,5
O=C(OCC(=O)C12CC3CC(CC(C3)C1)C2)c1cccnc1Cl,0.83,-0.8,17,-5,-3,1,0,0,-1

Compound activity deposited in PubChem by Sanford-Burnham Center for Chemical Genomics.
